F-actin modifier = modifiers of F-actin cytoskeleton organization, primary screen, imaging, HUVEC, phalloidin staining, high-content imaging; HUVEC TNFa F-actin phalloidin imaging; inhibition, % at 2 µM; hit rate 0.18% among 91,000;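 active = inhibition above the batch mean plus 3 SD and confirmed as a hit by visual image inspection, cut at about 30% in these data, passing the limit was not always enough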; also: strong numbers were not always called active
HUVEC tox IL1B = cytotoxicity in IL-1B stimulated HUVEC, primary screen, cytotoxicity control for IL-1B NFkB translocation project, imaging, Hoechst nuclear count, IL-1B stimulus. hit rate 0.41% among 94,000. cell count reduction, % at 2 µM. HUVEC cell count loss;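 active = cell count reduction more than 3 SD above the screen-wide mean, cut at about 70% in these data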;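 also: normalized per plate to untreated control cells as the no-loss baseline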
VCAM1 TNFa inh = inhibitors of TNFa-induced VCAM1 expression, primary screen, imaging, HUVEC, TNFa stimulus, immunofluorescence; inhibition, % at 2 µM; hit rate 0.48% among 95,000; AID 802, 2007; HUVEC TNFa-induced VCAM-1 immunofluorescence, high-content imaging;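 active = inhibition above the batch mean plus 3 SD, with images confirmed as a hit by eye, cut at about 37% in these data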;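 also: 0% = TNF-stimulated DMSO wells and 100% = unstimulated control wells; not every result past the cut was called active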
LYP inh 2 = PTPN22 phosphatase inhibitors, primary screen, biochemical, DiFMUP fluorescence, 2 µM; Tyrosine-protein phosphatase non-receptor type 22 (Homo sapiens), Q9Y2R2; recombinant LYP catalytic domain; inhibition, % at 2 µM; hit rate 0.21% among 96,000; AID 640, 2007;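 active = inhibition at 2 µM at or above a set limit, the screen mean plus 3 SD, cut at about 24% in these data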;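 also: 0% = DMSO with enzyme and 100% = enzyme fully blocked by orthovanadate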
TNFa cytotox = cytotoxicity in TNFa-stimulated HUVEC, primary screen, cytotoxicity control for VCAM1 expression modulator project, imaging, Hoechst nuclei count; HUVEC TNFalpha-stimulated, Hoechst cell count; cell count reduction, % at 2 µM; hit rate 0.17% among 93,000; AID 848, 2007;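 active = cell count reduction exceeding the screen mean by over 5 SD, scaled to untreated wells per plate, cut at about 78% in these data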;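 also: cells counted after 24 h of TNF alpha exposure following the 1 h pretreatment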
Candida biofilm = clotrimazole potentiators killing Candida biofilms, primary screen, with clotrimazole, Alamar Blue; C. albicans biofilm + clotrimazole; inhibition, % at 6 µM; AID 834, 2007; hit rate 0.14% among 85,000;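 active = inhibition above 20%; inactive = inhibition below 20%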;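 also: preformed 24 hr biofilms exposed to compound for 48 hr; 0% = biofilm without compound and 100% = blank killed by clotrimazole plus chlorhexidine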
MT1-MMP txn act = MT1-MMP promoter reporter activation – cell-based, luciferase luminescence, primary screen | HT1080 MT1-MMP promoter luciferase reporter, overnight; active compounds read high | activation factor at 10 µM | hit rate 0.16% among 86,000;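 active = activation factor of at least 2 for MT1-MMP transcription at 10 µM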
DAT uptake mod = changed hDAT dopamine uptake under cocaine IC80, either direction, primary screen, cocaine antagonist project, cell-based, LLC-PK1 hDAT, [14C]-dopamine uptake, MLSMR; LLC-PK1 hDAT cells, [14C]-dopamine uptake with cocaine IC80; actives deviate in either direction; B-score at 10 µM; hit rate 1.3% among 110,000; AID 449768, 2010;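 active = Z score or B-score, a plate-position-corrected score, falls beyond the plate's 99.7% confidence bounds, in either direction; inactive = both scores lie inside the 99.7% bounds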;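 also: scored against the spread of the other compound wells on the same plate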
Target sequence (Q01959 whole entry, looked up): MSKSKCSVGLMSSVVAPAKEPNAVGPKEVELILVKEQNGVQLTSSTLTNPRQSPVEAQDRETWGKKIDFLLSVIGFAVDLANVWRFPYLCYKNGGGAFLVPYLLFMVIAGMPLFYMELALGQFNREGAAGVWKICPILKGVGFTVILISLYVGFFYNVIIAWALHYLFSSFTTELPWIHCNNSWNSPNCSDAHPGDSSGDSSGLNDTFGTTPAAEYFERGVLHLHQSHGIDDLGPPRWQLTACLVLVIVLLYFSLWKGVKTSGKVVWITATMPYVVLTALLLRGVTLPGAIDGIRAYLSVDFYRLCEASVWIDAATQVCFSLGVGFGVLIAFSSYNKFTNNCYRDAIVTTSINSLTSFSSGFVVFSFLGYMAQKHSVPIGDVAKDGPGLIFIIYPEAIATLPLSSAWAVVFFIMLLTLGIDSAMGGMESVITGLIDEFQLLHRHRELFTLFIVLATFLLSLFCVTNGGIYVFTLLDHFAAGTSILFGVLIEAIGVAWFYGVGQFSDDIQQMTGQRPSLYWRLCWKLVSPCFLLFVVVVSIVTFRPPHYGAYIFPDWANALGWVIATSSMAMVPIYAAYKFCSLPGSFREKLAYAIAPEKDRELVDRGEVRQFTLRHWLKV
Smad3 inh = Smad3/FoxH1 peptide binding inhibitors, primary screen, biochemical, TR-FRET. Mothers against decapentaplegic homolog 3 (Homo sapiens), P84022. TR-FRET Smad3/Dy647-FoxH1 peptide binding, europium anti-His. inhibition, % at 25 µM. hit rate 0.29% among 88,000;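 active = compounds that reduce the energy-transfer binding signal between the protein and its labelled peptide by more than half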;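 also: 0% = Smad3 plus labelled peptide maximal FRET and 100% = peptide-only background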
Target sequence (P84022 whole entry, looked up): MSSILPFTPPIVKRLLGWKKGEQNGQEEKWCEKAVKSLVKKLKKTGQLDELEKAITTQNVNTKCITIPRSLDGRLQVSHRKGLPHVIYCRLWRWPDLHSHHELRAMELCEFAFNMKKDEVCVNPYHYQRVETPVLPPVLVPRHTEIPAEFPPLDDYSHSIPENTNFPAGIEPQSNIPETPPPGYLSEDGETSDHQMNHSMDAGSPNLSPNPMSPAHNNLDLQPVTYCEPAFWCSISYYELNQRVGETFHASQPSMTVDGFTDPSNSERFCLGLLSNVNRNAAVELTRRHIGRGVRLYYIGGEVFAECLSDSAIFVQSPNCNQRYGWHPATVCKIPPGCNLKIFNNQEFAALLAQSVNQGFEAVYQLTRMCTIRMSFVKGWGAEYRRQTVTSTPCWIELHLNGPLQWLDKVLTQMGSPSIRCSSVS
* marks the source's active call; other numbers are inactive results; [ ] = remark or other dose. Some of the compounds tested, so the mix of outcomes need not match the whole.

Screening O=C(CCCn1c(=S)[nH]c2ccccc2c1=O)N1CCCCC1 returned F-actin modifier 10, HUVEC tox IL1B -5, VCAM1 TNFa inh 0, LYP inh 2 -8, TNFa cytotox -6, Candida biofilm 1, MT1-MMP txn act 1.1, DAT uptake mod 2 and Smad3 inh -4.
COC(=O)C(=O)Nc1nnc(COc2ccccc2)s1 was read as F-actin modifier -2, HUVEC tox IL1B 14, VCAM1 TNFa inh 17, LYP inh 2 -10, TNFa cytotox -5, Candida biofilm 3, MT1-MMP txn act 1, DAT uptake mod 0.0049 and Smad3 inh -6.
`COC(=O)CN(C)C1CC(=O)N(c2ccc(Cl)cc2)C1=O` (stereo unspecified) gave F-actin modifier -14, HUVEC tox IL1B 3, VCAM1 TNFa inh 6, LYP inh 2 6, TNFa cytotox 2, Candida biofilm 4, MT1-MMP txn act 1, DAT uptake mod -0.027 and Smad3 inh 4.
Screening COc1ccc(OC)c(N(CC(=O)N2CCCCC2)S(=O)(=O)c2ccc(OC)c(OC)c2)c1 returned F-actin modifier 0, HUVEC tox IL1B -47, VCAM1 TNFa inh -2, LYP inh 2 1, TNFa cytotox -13, Candida biofilm 5, MT1-MMP txn act 1, DAT uptake mod -0.52 and Smad3 inh 12[fluorescence artefact?].
COCCNC(=O)c1ccccc1NC(=O)COc1ccccc1 was read as F-actin modifier -13, HUVEC tox IL1B 0, VCAM1 TNFa inh 30, LYP inh 2 -4, TNFa cytotox 26, Candida biofilm -1, MT1-MMP txn act 1.2, DAT uptake mod -0.41 and Smad3 inh -5.
For COC(=O)c1cc(=O)nc2sccn12 the results were F-actin modifier 1, HUVEC tox IL1B -33, VCAM1 TNFa inh 1, LYP inh 2 -5, TNFa cytotox -26, Candida biofilm 5, DAT uptake mod 0.98 and Smad3 inh 11.
Screening COc1ccc(CCNS(=O)(=O)c2ccc3c(c2)OCCO3)cc1 returned F-actin modifier -17, HUVEC tox IL1B -43, VCAM1 TNFa inh -8, LYP inh 2 2, TNFa cytotox 1, Candida biofilm 8, MT1-MMP txn act 1.1, DAT uptake mod 0.18 and Smad3 inh 1.
For Cc1cccc(C)c1N(CC(=O)Nc1cccc(N(C)S(C)(=O)=O)c1)S(C)(=O)=O the results were F-actin modifier 5, HUVEC tox IL1B 9, VCAM1 TNFa inh 2, LYP inh 2 -12, TNFa cytotox -17, Candida biofilm -4, MT1-MMP txn act 1.1 and Smad3 inh -10.
Cn1cccc1C(=O)C(=O)Nc1cc(Cl)cc(Cl)c1 was read as F-actin modifier 14, HUVEC tox IL1B -1, VCAM1 TNFa inh -6, LYP inh 2 9, TNFa cytotox 6 and DAT uptake mod -1.3.
`CCCCC(=O)Nc1sc2c(c1-c1nc3ccccc3s1)CCN(C(C)=O)C2` gave F-actin modifier -20, HUVEC tox IL1B 11, VCAM1 TNFa inh 11, LYP inh 2 -1, TNFa cytotox -19 and DAT uptake mod -0.31.
CCN(CCO)C(=O)CC(c1ccccc1)c1cc(Br)ccc1O (stereo unspecified) was read as F-actin modifier 7, HUVEC tox IL1B 5, VCAM1 TNFa inh 2, LYP inh 2 7, TNFa cytotox -24, Candida biofilm 8, MT1-MMP txn act 1.1, DAT uptake mod 1.2 and Smad3 inh 0.
C/C(Cl)=C\Cn1c(=O)c2c(nc3n2CCS3)n(C)c1=O was read as HUVEC tox IL1B -36, VCAM1 TNFa inh 12, LYP inh 2 2, TNFa cytotox -28, Candida biofilm 10, MT1-MMP txn act 1, DAT uptake mod -0.34 and Smad3 inh 3.
Screening COC(=O)c1ccsc1NC(=O)C1COc2ccccc2O1 (stereo unspecified) returned F-actin modifier -8, HUVEC tox IL1B -22, VCAM1 TNFa inh 1, LYP inh 2 -8, TNFa cytotox -16, Candida biofilm 12, MT1-MMP txn act 1, DAT uptake mod -1.6 and Smad3 inh -1.
Screening CC(C)(C)C1(c2ccccc2)NC(=O)N(CC(=O)N2CCOCC2)C1=O (stereo unspecified) returned F-actin modifier 10, HUVEC tox IL1B -28, VCAM1 TNFa inh 11, LYP inh 2 6, TNFa cytotox -2, Candida biofilm 5, MT1-MMP txn act 1.1, DAT uptake mod -0.98 and Smad3 inh -5.
For O=C1NC(=O)c2c(NC(=O)C3CCCO3)cccc21 (stereo unspecified) the results were F-actin modifier -3, HUVEC tox IL1B 10, VCAM1 TNFa inh 18, LYP inh 2 1, TNFa cytotox -16, Candida biofilm 3, MT1-MMP txn act 1, DAT uptake mod 0.28 and Smad3 inh 5.
`N#Cc1ccccc1CSc1ccccn1` gave F-actin modifier 11, HUVEC tox IL1B -30, VCAM1 TNFa inh 4, LYP inh 2 0, TNFa cytotox -10, Candida biofilm 11, MT1-MMP txn act 1.2, DAT uptake mod 0.026 and Smad3 inh 11.
`C=CCNC(=O)/C(=C\C=C\c1ccccc1)NC(=O)c1ccc(OCCCC)cc1` gave F-actin modifier -5, HUVEC tox IL1B 10, VCAM1 TNFa inh -6, LYP inh 2 5, TNFa cytotox -16 and DAT uptake mod 1.4.
`COc1ccc(CCC(C)Nc2cccc(F)c2)cc1` (stereo unspecified) gave F-actin modifier 3, HUVEC tox IL1B -19, VCAM1 TNFa inh 25, LYP inh 2 -7, TNFa cytotox -8 and DAT uptake mod 1.1.
Screening Cc1ccc(N(C(=O)C2CCC(=O)N2)C2(C(=O)NC3CCCCC3)CCCCC2)cc1 (stereo unspecified) returned F-actin modifier 13, HUVEC tox IL1B -17, VCAM1 TNFa inh 5, LYP inh 2 15, TNFa cytotox -11, Candida biofilm 5, DAT uptake mod 0.51 and Smad3 inh 24.
For Cc1cccc(C)c1NC(=O)CSc1nnnn1C the results were F-actin modifier 16, HUVEC tox IL1B -19, VCAM1 TNFa inh -10, LYP inh 2 -10, TNFa cytotox -24, Candida biofilm 1, MT1-MMP txn act 1.1, DAT uptake mod -0.14 and Smad3 inh 8.

Structural class: those above containing a Cl atom (3)
`COC(=O)CN(C)C1CC(=O)N(c2ccc(Cl)cc2)C1=O` (stereo unspecified) gave F-actin modifier -14, HUVEC tox IL1B 3, VCAM1 TNFa inh 6, LYP inh 2 6, TNFa cytotox 2, Candida biofilm 4, MT1-MMP txn act 1, DAT uptake mod -0.027 and Smad3 inh 4.
Cn1cccc1C(=O)C(=O)Nc1cc(Cl)cc(Cl)c1 was read as F-actin modifier 14, HUVEC tox IL1B -1, VCAM1 TNFa inh -6, LYP inh 2 9, TNFa cytotox 6 and DAT uptake mod -1.3.
C/C(Cl)=C\Cn1c(=O)c2c(nc3n2CCS3)n(C)c1=O was read as HUVEC tox IL1B -36, VCAM1 TNFa inh 12, LYP inh 2 2, TNFa cytotox -28, Candida biofilm 10, MT1-MMP txn act 1, DAT uptake mod -0.34 and Smad3 inh 3.

Remaining list, next part
`Cc1ccc(OCc2cc(C(=O)Nc3ccccc3)oc2C)cc1` gave F-actin modifier -2, HUVEC tox IL1B -9, VCAM1 TNFa inh -24, LYP inh 2 9, TNFa cytotox 9, Candida biofilm 5, MT1-MMP txn act 1.1, DAT uptake mod 0.2 and Smad3 inh 11.
For Cc1ccc(-n2nnnc2SCC(=O)NC(=O)Nc2ccc3c(c2)OCCO3)cc1 the results were F-actin modifier 10, HUVEC tox IL1B -19, VCAM1 TNFa inh -3, LYP inh 2 -6, TNFa cytotox -22, Candida biofilm 10, MT1-MMP txn act 1.4, DAT uptake mod -0.98 and Smad3 inh 10.
CSCCC(NC(=O)C1CCC(C)CC1)C(=O)NCCN1CCOCC1 (stereo unspecified) was read as F-actin modifier 4, HUVEC tox IL1B -17, VCAM1 TNFa inh 18, LYP inh 2 -8, TNFa cytotox -9, Candida biofilm -6, MT1-MMP txn act 1, DAT uptake mod -0.59 and Smad3 inh -10.
Screening CC(=O)N1CCC(N2CCN(c3ccccc3F)CC2)CC1 returned F-actin modifier 19, HUVEC tox IL1B -20, VCAM1 TNFa inh -10, LYP inh 2 -6, TNFa cytotox -8 and DAT uptake mod 1.7.
`COc1ccccc1NC(=O)c1nn(-c2ccc(OC(F)(F)F)cc2)ccc1=O` gave F-actin modifier 30, HUVEC tox IL1B -24, VCAM1 TNFa inh 4, LYP inh 2 13, TNFa cytotox -23 and DAT uptake mod 0.6.
`CCN(C(=O)CSc1nncs1)c1c(N)n(Cc2ccccc2)c(=O)[nH]c1=O` gave F-actin modifier 4, HUVEC tox IL1B -14, VCAM1 TNFa inh 6, LYP inh 2 -2, TNFa cytotox -6, Candida biofilm -1, MT1-MMP txn act 1.1, DAT uptake mod -1.5 and Smad3 inh -10.
`CCOc1ccc2nc3ccc4[nH]onc4c3c2c1` gave F-actin modifier -13, HUVEC tox IL1B -18, VCAM1 TNFa inh -22, LYP inh 2 8, TNFa cytotox -9, Candida biofilm 6, MT1-MMP txn act 1.3, DAT uptake mod 0.24 and Smad3 inh 7.
`CC(C)(C)NC(=O)CSc1nncn1NCc1c(Cl)cccc1Cl` gave F-actin modifier 7, HUVEC tox IL1B 5, VCAM1 TNFa inh -13, LYP inh 2 -5, TNFa cytotox -18, Candida biofilm 10, MT1-MMP txn act 1.1, DAT uptake mod 0.38 and Smad3 inh 8.
For COC(=O)Cc1ccc2c3ccccc3n(C)c2c1 the results were F-actin modifier -12, HUVEC tox IL1B 2, VCAM1 TNFa inh 6, LYP inh 2 5, Candida biofilm 8, DAT uptake mod 0.88 and Smad3 inh -6.
Screening COc1cc(C(=O)N(Cc2cccc(Cl)c2)C2CCS(=O)(=O)C2)cc(OC)c1OC (stereo unspecified) returned F-actin modifier 4, HUVEC tox IL1B -105, VCAM1 TNFa inh -2, LYP inh 2 -3, TNFa cytotox -7, Candida biofilm 5, MT1-MMP txn act 1, DAT uptake mod -0.098 and Smad3 inh -12.
For CCn1c(SCC(=O)Nc2ccc(NC(=O)c3ccco3)c(OC)c2)nc2ccccc2c1=O the results were F-actin modifier -8, HUVEC tox IL1B 0, VCAM1 TNFa inh -6, LYP inh 2 10, TNFa cytotox -12, Candida biofilm 3, MT1-MMP txn act 1.1, DAT uptake mod 0.69 and Smad3 inh -17.
Screening COc1ccc(CC(=O)Nc2c3c(nn2-c2cccc(Cl)c2)CS(=O)(=O)C3)cc1 returned F-actin modifier -10, HUVEC tox IL1B 17, VCAM1 TNFa inh 0, LYP inh 2 7, TNFa cytotox 25, Candida biofilm -8, MT1-MMP txn act 1.3, DAT uptake mod 0.26 and Smad3 inh -8.
For CCC(=O)Nc1nc2ccc3nc(C)sc3c2s1 the results were F-actin modifier -5, HUVEC tox IL1B 13, VCAM1 TNFa inh 6, LYP inh 2 -14, TNFa cytotox -14, Candida biofilm 9, MT1-MMP txn act 1.2, DAT uptake mod 1.4 and Smad3 inh 2.
`CC(=O)c1cc2c(cc1NC(=O)c1c(-c3ccccc3)noc1C)OCO2` gave F-actin modifier -3, HUVEC tox IL1B -15, VCAM1 TNFa inh -25, LYP inh 2 2, TNFa cytotox -38 and DAT uptake mod 0.28.
